PTAP TSG101 blk: qHTS Assay for Iinhibitors of HIV-1 Budding by Blocking the Interaction of PTAP/TSG101; Potency, µM (doses to about 115 µM), without a hit: top-dose activity change, negative = inhibition, actives largely listed as inhibitors; Fluorescence polarization, FITC-PTAP peptide / Tsg101 binding; 340,000 tested, under 10 active; AID 493005, 2010; active = well fitted inhibition curve with a large enough effect in the main read-out, with a control signal flat, not every such curve was filed as active; inconclusive = small, poorly fitted or top-dose-only effect, or effect the other way, or a change in a side signal; inactive = no such curve, though single readings can be large or run the other way; note: potency is the fitted concentration of half-maximal effect; % of control where 0% means no effect
Target sequence (Q99816 whole entry, looked up): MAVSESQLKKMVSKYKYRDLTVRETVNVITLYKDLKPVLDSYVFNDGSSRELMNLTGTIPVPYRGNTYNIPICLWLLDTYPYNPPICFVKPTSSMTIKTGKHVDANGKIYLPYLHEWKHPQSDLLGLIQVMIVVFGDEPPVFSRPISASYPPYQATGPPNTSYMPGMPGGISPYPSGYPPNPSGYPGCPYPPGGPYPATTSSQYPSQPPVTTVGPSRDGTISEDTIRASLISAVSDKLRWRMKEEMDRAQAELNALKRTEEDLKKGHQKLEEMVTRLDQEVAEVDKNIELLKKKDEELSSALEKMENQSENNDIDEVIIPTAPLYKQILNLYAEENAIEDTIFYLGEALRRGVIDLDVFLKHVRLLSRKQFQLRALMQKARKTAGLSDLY
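Fluorescence anisotropy tracks displacement of a FITC-tagged PTAP peptide (50 nM) from the Tsg101 binding domain (10 uM), following a 20 min room-temperature incubation at pH 7.5.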
S-ASM inh: Inhibitors of Secretory Acid Sphingomyelinase (S-ASM): qHTS | placental ASM, HMU-PC fluorogenic substrate, 60 min | AID 504937, 2011 | Potency, µM (doses to about 57.5 µM), inactives show top-dose activity change, negative = inhibition, hits mostly inhibitors | hit rate 0.006% among 340,000 | Sphingomyelin phosphodiesterase (Homo sapiens), P17405; note: potency is the fitted concentration of half-maximal effect
Target sequence (P17405 47-631 limits assumed): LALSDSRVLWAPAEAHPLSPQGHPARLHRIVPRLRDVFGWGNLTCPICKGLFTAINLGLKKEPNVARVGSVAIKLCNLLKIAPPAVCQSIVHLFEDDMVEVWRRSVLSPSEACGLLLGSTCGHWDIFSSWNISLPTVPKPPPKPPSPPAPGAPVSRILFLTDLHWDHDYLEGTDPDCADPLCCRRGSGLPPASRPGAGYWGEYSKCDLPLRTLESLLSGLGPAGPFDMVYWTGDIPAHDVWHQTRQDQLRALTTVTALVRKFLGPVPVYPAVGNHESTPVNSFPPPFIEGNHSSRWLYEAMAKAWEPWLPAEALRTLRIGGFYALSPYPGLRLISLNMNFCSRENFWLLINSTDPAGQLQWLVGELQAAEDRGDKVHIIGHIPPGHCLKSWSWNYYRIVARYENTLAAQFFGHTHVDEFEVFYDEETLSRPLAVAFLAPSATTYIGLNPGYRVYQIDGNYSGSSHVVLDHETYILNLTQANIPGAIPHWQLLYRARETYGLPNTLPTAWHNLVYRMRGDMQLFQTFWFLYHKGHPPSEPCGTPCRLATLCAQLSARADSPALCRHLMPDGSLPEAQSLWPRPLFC
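HMU-PC0 cleavage (9 uM final) by human placental ASM, 60 min at 37 °C following 10 min compound exposure at RT; stopped at pH 10, fluorescence Ex 386/Em 447 nm.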
Giardia kill: Small Molecules that selectively kill Giardia lamblia: qHTS; hit rate 0.15% among 340,000; AID 540267, 2011; activity change, % at 7.66 µM, hits read low; Giardia lamblia trophozoite viability; in the data active = activity change below about -80%; inconclusive = between about -30% and that limit;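 note: parasites exposed to compound for two days anaerobically before the ATP read; % is set by controls: 0 for no effect and ±100 for the full control effect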
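ATP-content bioluminescence gauges trophozoite survival. Cells (100/well) receive compound and incubate anaerobically for 48 hrs at 37 deg C; detection reagent follows for 15-30 min at room temperature.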
a7 integrin act: qHTS for Activators of Integrin-Mediated Alleviation for Muscular Dystrophy; alpha7betagal myoblasts, beta-gal FDG fluorescence, 48 h; Potency, µM (titrated, usually from 38.3 µM), inactives show at the highest dose activation, hits mostly activators; hit rate 0.064% among 350,000;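 note: potency is the fitted concentration of half-maximal effect; 100% = response of the positive control SU9516; nearly all actives have a fitted effect of over 60% in size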
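alpha7betagal+/- myoblasts (passage 13, 250/well) treated 48 h at 37C with compounds at 1:260 dilution of DMSO stock. Lysed, then beta-galactosidase activity read as FDG fluorescence (ex 480/em 540) after 30 min, with pre-read for autofluorescence.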
Active calls of the source: *; ? = inconclusive; [ ] = dose if it differs, or a comment. Unless noted, calls come from the whole dose curve; as a rule, active = well fitted curve in the direction sought with a large enough effect; inconclusive = small, poorly fitted or top-dose-only effect, or another doubt; inactive = no such curve, though single readings can be large; an effect the other way counts as inactive or inconclusive. The list is partial. The share of hits here may be higher or lower than overall.

SMILES	PTAP TSG101 blk	S-ASM inh	Giardia kill	a7 integrin act
NC(=S)NN=C1c2cc(Cl)ccc2-c2c1cc(Cl)cc2[N+](=O)[O-]	-1%	-6%	-14	10%
Cc1ccc(S(=O)(=O)N2CCN(C(=O)COC(=O)c3ccccc3OC(F)F)CC2)c(C)c1	-5%	-4%	-2	?
Nc1ncnc(Nc2ccccc2Oc2ccccc2)n1	-4%	-3%	14	-25%
COc1cccc(OC)c1C(=O)N[C@@H]1C(=O)N2[C@@H]1SC(C)(C)[C@@H]2C(=O)O	0%	1%	1	-10%
N#CCCN(C(=O)COC(=O)C1CCN(S(=O)(=O)c2ccccc2C(F)(F)F)CC1)c1ccccc1	-1%	0%	-22	0%
O=C1COc2c1ccc(O)c2O	-9%	4%	11	8%
COc1ccc(C=C(C#N)c2ccc(OC)cc2)cc1	1%	37%	-16	-4%
C=C(CN(C)C)C(=O)c1cc(C)ccc1C	-1%	0%	-10	-54%[inhibitor]
O=c1onc(-c2ccccc2)n1-c1cc(Cl)cc(Cl)c1	-2%	-2%	13	11%
CC1(c2nnc(-c3cccc(Cl)c3)o2)CC(c2ccc(F)cc2)=NO1 (centres undefined)	-3%	-6%	-1	28%
NC(=O)C1(Nc2ccc(-c3ccccc3)cc2)CCCC1	-1%	2%	?	2%
O=c1[nH]n(-c2ccccc2)c(=O)cc1Cl	-3%	5%	-9	-11%
COCCCN(C(=O)Cc1ccc(S(=O)(=O)N2CCOCC2)s1)c1c(N)n(Cc2ccccc2)c(=O)[nH]c1=O	-6%	14%	5	-30%
C=CCN1C=C(C(C)=O)C(=O)CC1	-6%	2%	-12	-15%
Nc1nc2cc(Br)ccc2o1	1%	2%	14	-31%[inhibitor]
COc1ccc(OC)c(/C=N\NC(=O)c2ccc(COc3ccc(C)cc3[N+](=O)[O-])o2)c1	1%	36%	-6	-15%
COc1ccc(C(=O)N/N=C/c2c(C)nn(-c3ccccc3)c2OC)cc1	-6%	-3%	-5	-16%
CC(=NO)C1CCC2C3CCC4CC(=NO)CCC4(C)C3C(C)(O)CC12C (centres undefined)	-2%	0%	3	-30%
Cc1cc(Br)ccc1SCC(=O)OCC(O)=C(C#N)c1nc2ccccc2[nH]1	2%	-2%	0	-1%
N#CC(CCc1ccccn1)c1ccccc1 (centres undefined)	1%	3%	-23	-9%
CC(C)C[C@@H](CN)NC(=O)c1nc[nH]c1C(=O)N[C@@H](Cc1c[nH]c2ccccc12)C(=O)CNC[C@H](C)NC(=O)c1nc[nH]c1C(=O)N[C@@H](C)C(=O)O	-4%	20%	-15	4%
Brc1ccc(-c2nnc(-c3cccnc3)o2)cc1	-1%	-1%	-13	10%
NN=C1c2ccccc2C(=O)C1C(=O)C(c1ccccc1)c1ccccc1 (centres undefined)	4%	-18%	21	-12%
O=[N+]([O-])c1cc(-c2csc(NCCc3nc4cc(Cl)c(N5CCCCC5)cc4n3CCCO)n2)ccc1Cl	-3%	-14%	7	-13%
COc1ccc(C(=O)N[C@H](C(=O)OCCCOC(=O)[C@@H](NC(=O)c2ccc(OC)cc2)C(C)C)C(C)C)cc1	-6%	2%	-23	-5%
Cc1cc(Nc2ccccc2Cl)c2ccccc2n1	-3%	1%	-18	-18%
CC1=C2C3OC(=O)C(C)C3CCC2(C)C=CC1=NO (centres undefined)	-5%	5%	-12	26%
COC(=O)c1ccccc1NC(=O)CN(c1ccccc1)S(=O)(=O)N(C)C	-5%	-1%	-8	-5%
O=C(NNc1ccccc1)Nc1cc(Cl)ccc1Cl	0%	-10%	1	-42%
O=c1cc(C(O)C[N+](=O)[O-])occ1OCc1ccccc1 (centres undefined)	1%	3%	-10	3%
CN(C(=O)c1ccc(NC(=O)Cc2ccc(NC(=O)C3CCN(C(=O)C4CCCC4)CC3)cc2)cc1)C1CCCC1	-4%	3%	22	-20%
CCC(=O)N1CCc2cc(S(=O)(=O)CCC(=O)Nc3c(C)n(C)n(-c4ccccc4)c3=O)ccc21	1%	3%	-4	-6%
Fc1ccc(OCCOCCN2CCCC2)cc1	-5%	2%	-22	-13%
O=C1C=CC(=O)N1c1ccc2c(c1)Cc1cc(F)ccc1-2	-4%	0%	11	2%
COc1ccc(C=CC(=O)c2ccc([N+](=O)[O-])cc2)cc1	6%	-1%	-24	-37%
CC1(N=Cc2cc(Cl)ccc2O)COP(=O)(Nc2ccccc2)OC1 (centres undefined)	-9%	0%	-11	33%
Cc1ccc(C2(C)NC(=O)N(CC(=O)NCCN3C(=O)S/C(=C\c4cccnc4)C3=O)C2=O)cc1 (centres undefined)	-3%	-2%	4	-15%
O=C(NC1CCCc2c1cnn2-c1cc(F)cc(F)c1)c1ccccn1 (centres undefined)	-7%	3%	-7	-36%
CCN(CC)C(=O)COc1ccc(/C=N/NC(=O)c2cc(-c3ccccc3OC)nc3ccccc23)cc1OC	-4%	1%	-17	10%
FC(F)(F)c1ccccc1C1=CC(c2ccccc2)n2ncnc2N1 (centres undefined)	-2%	154%[activator]	-6	18%
COC(C[C@@H](O)C[C@@H](O)[C@H](C)OCc1ccccc1)OC	2%	2%	6	-38%
COCCCNC(=O)CSc1nc2ccc(N3CCOCC3)cc2c(=O)n1CCc1ccccc1	-4%	41%[activator]	-13	0%[7.66 µM]
CC(=O)OCC(=O)C1(O)CCC2C3CC(C)C4=CC(=O)C=CC4(C)C3(F)C(O)CC21C (centres undefined)	2%	1%	-7	-39%
COCCC1CCCCN1C(=O)c1ccc(OC)c(OC2CCN(C(C)=O)CC2)c1 (centres undefined)	-3%	2%	-5	-3%
CCCCN1C(N)=NC[C@@H]1C(C)O (some centres undefined)	-5%	6%	-25	8%
O=c1[nH]c2ccc(Cl)cc2[nH]1	-1%	3%	3	10%
CCOC(=O)N1C(=O)NC(=O)C1c1ccccc1 (centres undefined)	-1%	9%	2	7%
O=C1CC(C(=O)O)C(c2ccccc2)c2ccccc21 (centres undefined)	2%	-9%	-5	20%
O=C(Nc1ccc(F)c([N+](=O)[O-])c1)C1CCCO1 (centres undefined)	-3%	1%	-2	5%
CC(Cc1ccccc1)N(C)C(=O)CN1C(=O)c2ccccc2C1=O (centres undefined)	-2%	2%	-3	6%
CCCCCCCCN1[C@@H](CC(=O)OCC)c2cc(F)ccc2S1(=O)=O	-4%	-9%	-8	-17%
CC(=O)OCC=C1CCC2C3CCC4=CC(=O)CCC4(C)C3C(O)CC12C (centres undefined)	-7%	-4%	15	18%
CCCCC1(C2CCCC2)NC(=O)NC1=O (centres undefined)	-8%	3%	-7	6%
CC1CCN(CCC(=O)Nc2ccc(Br)cc2)CC1	-2%	0%	-5	-48%[inhibitor]
COc1cc(C2C3=C(COC3=O)Oc3cc4c(cc32)OCO4)cc(OC)c1O (centres undefined)	-2%	2%	6	-1%
CC1(C)CC(=O)C=C(Nc2cccc(C(F)(F)F)c2)C1	-7%	6%	-18	?
O=C(O/C(=C/c1ccccc1)C(F)(F)F)c1ccccc1	-4%	-1%	17	-6%
O=C(Nc1cccc2ccccc12)OCc1ccccc1	-4%	-4%	15	-6%
CCCCn1c(SCC(=O)Nc2sc3c(c2C(N)=O)CCC3)nnc1-c1ccccc1	-2%	4%	-3	-10%
CCC[C@H]1CC(=O)C=C(c2ccc(OC)cc2)ON1C(=O)OC(C)(C)C	-1%	8%	3	6%

Other records follow:
SMILES	PTAP TSG101 blk	S-ASM inh	Giardia kill	a7 integrin act
Nc1ccc(Oc2ccccc2-c2ccccc2)cc1	-3%	-1%	-2	2%
O=C(c1ccc(Cl)cc1Cl)N1CCOCC1	-3%	1%	-12	-23%
O=C1c2ccccc2C(=O)c2c1cccc2N1CCN(C/C=C/c2ccccc2)CC1	-5%	-1%	11	-24%
O=C(C=Cc1ccccc1Cl)c1ccccc1	-4%	-3%	1	0%
CC1=Nc2nc(N3CCCCCC3)c(C#N)c3c4c(nc(c23)N1)N(c1ccc2ccccc2c1)C(=O)C4	2%	42%[activator]	-3	4%
Cn1c(=N)n(CC(=O)c2ccc(Br)cc2)c2ccccc21	0%	-4%	-5	?
C=CCN1C=CC(=O)[C@@H](OC(=O)Nc2ccc(Br)cc2)[C@H]1c1ccccc1Br	1%	-27%	?	-4%
C=C(c1cn(C(C)=O)c2ccccc12)c1cn(C(C)=O)c2ccccc12	0%	-5%	4	34%
COc1cccc(/C=N/NC(=O)C(=O)N2CCCC2)c1	1%	0%	5	-21%
COc1ccc(NS(=O)(=O)c2ccc(C)c(C(=O)N3CCN(Cc4cc(OC)ccc4OC)CC3)c2)cc1	-5%	-6%	-8	0%
CCOC(=O)C[C@H]1c2ccccc2S(=O)(=O)N1Cc1ccc(Cl)cc1	-3%	5%	-26	4%
CN(Cc1ccccc1)C(=O)c1cccc(NC(=O)Cc2ccc(NC(=O)C3CCN(C(=O)c4ccccc4)CC3)cc2)c1	1%	-4%	8	-27%
O=C(NN=Cc1ccccc1Cl)c1ccc([N+](=O)[O-])cc1	0%	3%	8	-4%
CC(C)Oc1ccc2ccccc2c1CNC[C@H]1O[C@@H](n2cnc(C(N)=O)n2)[C@H](O)[C@@H]1O	-1%	0%	6	9%
O=C1CCc2cc(Br)ccc2O1	-1%	0%	-1	3%
O=C(NC(=S)Nc1cccc(O)c1)c1cncc(Br)c1	0%	0%	6	12%
CCc1nc(C)cn1S(=O)(=O)c1ccc2c(c1)OCCO2	4%	1%	3	?
CCC(=O)NC(=S)Nc1ccccc1C(F)(F)F	-4%	3%	0	2%
CCC(C)N(C(=O)CSc1nc(-c2cccs2)nc2ccccc12)C1CCS(=O)(=O)C1 (centres undefined)	-2%	-5%	14	17%
CC(=O)OC1CCC2(C)C3CCC4(C)C(C(C)=O)CCC4C3CC3OC32C1 (centres undefined)	0%	-2%	-2	5%

An excerpt from above in order of molar mass, low to high.
SMILES	PTAP TSG101 blk	S-ASM inh	Giardia kill	a7 integrin act
COc1cccc(/C=N/NC(=O)C(=O)N2CCCC2)c1	1%	0%	5	-21%
O=C(NN=Cc1ccccc1Cl)c1ccc([N+](=O)[O-])cc1	0%	3%	8	-4%
CCc1nc(C)cn1S(=O)(=O)c1ccc2c(c1)OCCO2	4%	1%	3	?
CCOC(=O)C[C@H]1c2ccccc2S(=O)(=O)N1Cc1ccc(Cl)cc1	-3%	5%	-26	4%
CCC(C)N(C(=O)CSc1nc(-c2cccs2)nc2ccccc12)C1CCS(=O)(=O)C1 (centres undefined)	-2%	-5%	14	17%
CC1=Nc2nc(N3CCCCCC3)c(C#N)c3c4c(nc(c23)N1)N(c1ccc2ccccc2c1)C(=O)C4	2%	42%[activator]	-3	4%
COc1ccc(NS(=O)(=O)c2ccc(C)c(C(=O)N3CCN(Cc4cc(OC)ccc4OC)CC3)c2)cc1	-5%	-6%	-8	0%

Next section
SMILES	PTAP TSG101 blk	S-ASM inh	Giardia kill	a7 integrin act
O=C(C=Cc1ccccc1)c1ccc([N+](=O)[O-])cc1	-4%	1%	-19	26%
O=C(c1cccc(S(=O)(=O)N2CCN(c3ccc(F)cc3)CC2)c1)N1CCN(c2ccccc2O)CC1	2%	-5%	20	24%
C#CC1(O)CCCC2C3CCC4CC(OC(C)=O)CCC4(C)C3C(=O)CC21C (centres undefined)	-3%	-5%	7	45%
CS(=O)(=O)N(CC(=O)N1CCN(c2ccccc2)CC1)c1ccccc1Cl	-6%	-3%	5	-12%
COC(=O)/C(=C\c1ccc([N+](=O)[O-])cc1)NC(=O)c1ccccc1	0%	-3%	-9	?
COc1ccc(NC(=O)CCC(=O)N2CCC(c3ccccc3)=N2)cc1S(=O)(=O)N1CCCCC1	-2%	3%	-20	6%
O=c1[nH][nH]c(-c2ccccc2)c1-c1ccccc1	-7%	-2%	13	7%
O=C(Cc1ccc(NC(=O)C2CCCN(C(=O)C3CCC3)C2)cc1)Nc1ccc(C(=O)N2CCOCC2)cc1 (centres undefined)	-3%	0%	-9	-1%

Complete entries from above. Order of values: PTAP TSG101 blk, S-ASM inh, Giardia kill, a7 integrin act
`O=C(C=Cc1ccccc1)c1ccc([N+](=O)[O-])cc1` is entered as -4%, 1%, -19, 26%
`O=C(c1cccc(S(=O)(=O)N2CCN(c3ccc(F)cc3)CC2)c1)N1CCN(c2ccccc2O)CC1` is entered as 2%, -5%, 20, 24%
`O=c1[nH][nH]c(-c2ccccc2)c1-c1ccccc1` is entered as -7%, -2%, 13, 7%

Compound activity from PubChem.
